proKLK7 act = activators of human kallikrein-7 zymogen | P49862 | purified proKLK7, EDANS-DABCYL substrate fluorescence; 100% is mature enzyme control, 0% vehicle | activation, % at 7 µM | 370,000 tested, 0.9% active;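 active means activation above the mean of all tested compounds plus 3 SD, computed per campaign excluding outliers beyond control limits, cut at about 13% in these data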
DDE Tn6 FP inh = disrupts Tn6 cyclic peptide binding to fibrin D-Dimer-E complex. P02675. Fibrin DD(E) TRITC-Tn6 fluorescence polarization displacement. inhibition, % at 8.3 µM. 370,000 tested, 0.21% active. AID 720509;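 active means inhibition above a per-campaign cutoff: mean of compounds within control limits plus 3 SD, cut at about 15% in these data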;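 further: 0% = median of all compound wells on the plate and 100% = blocking peptide control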
ADAM17 inh = inhibitors of human ADAM17; recombinant ADAM17, EDANS/DABCYL FRET peptide cleavage; inhibition, % at 6.95 µM; 370,000 tested, 0.83% active; AID 720648;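 active means inhibition above the mean of compounds lying between control limits plus 3 SD, set per campaign, cut at about 8.5% in these data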;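 further: 0% = DMSO-only wells as the low control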
TDP2 absorb = blocks human TDP2 phosphodiesterase activity; O95551; recombinant TDP2, T5PNP hydrolysis, p-nitrophenol absorbance 415 nm; inhibition, % at 12.8 µM; 370,000 tested, 0.34% active;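 active means inhibition above the mean of all tested compounds plus 3 SD, set per campaign, cut at about 25% in these data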;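 further: 0% = DMSO with enzyme and 100% = buffer with substrate but no TDP2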
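Material: recombinant human TDP2; quantity: TDP2 enzyme at 120 nM final; medium: Tris-HCl pH 7.5 with MgCl2; compound: single concentration, 12.8 µM nominal, with 1% DMSO; incubation: 2 h enzyme incubation at 37 °C; signal: epi absorbance; measure: percent inhibition; benchmarks: high control without enzyme, low control DMSO plus TDP2; repeats: singlicate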
PLCg1 inh = inhibitors of human phospholipase C gamma1 | purified PLC-gamma1, fluorogenic substrate, fluorescence | AID 720700 | inhibition, % at 12.2 µM | 370,000 tested, 0.84% active | P19174; in the data active means inhibition above about 9.5%
ADAM10 inh = inhibits human ADAM10. O14672. inhibition, % at 7 µM. 370,000 tested, 0.62% active. AID 720582. recombinant ADAM10, EDANS/DABCYL FRET peptide cleavage, 3 h;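 active means inhibition above a per-campaign cutoff equal to the mean of compounds falling between control-based bounds plus 3 SD, cut at about 20% in these data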;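 further: 0% = DMSO wells while the 100% control is not disclosed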
ASAP1 inh = ASAP1 ArfGAP inhibition; 360,000 tested, 0.19% active; AID 624377; inhibition, % at 16.5 µM; Q9ULH1; ASAP1-stimulated ARF1 GTP hydrolysis, GDP FP detection; in the data active means inhibition above about 25%;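 further: 0% = vehicle with enzyme and substrate and 100% = no enzyme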
DDE Tn7 FP inh = inhibitors of Tn7 peptide binding to human fibrin DD(E) | FP displacement of FITC-Tn7 peptide from fibrin DD(E); 0% = median of compound wells per plate | inhibition, % at 8.3 µM | 370,000 tested, 0.13% active | AID 720508;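 active means inhibition above the mean of compounds falling within the control limits plus 3 SD of them, cut at about 14% in these data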;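 further: 0% = plate median of compound wells and 100% = 10 µM Aha-Tn7 peptide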
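Assay system: Fibrin-DD(E) protein isolated from polymerized human fibrin clots; read-out basis: percent inhibition; medium: Tris/NaCl/CaCl2 buffer, pH 7.8; signal: FP measurement; incubation: 10 min plus 3 h, room temperature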
ARFGAP1 inh = inhibitors of rat ARFGAP1; Q62848; Arfgap1-stimulated ARF1 GTP hydrolysis, GDP FP detection; inhibition, % at 16.5 µM; 360,000 tested, 0.26% active;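 active means inhibition above a per-plate limit, mean inhibition of low control wells plus 3 SD, cut at about 25% in these data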;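 further: 0% = DMSO wells with enzyme and 100% = wells lacking Arfgap1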
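material = rat Arfgap1 catalytic domain, aa 1-136 | also added = human ARF1(Δ1-17)-GTP substrate | compound dosing = one concentration, 16.5 µM, DMSO 1.26% | times = GTP hydrolysis reaction 2 h at 25 °C | measured by = FP, GDP Alexa 633 tracer displaced from anti-GDP antibody, 620/688 nm | evaluation = percent inhibition of Arfgap1-stimulated GTP hydrolysis | replication = single well per compound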
LEDGF integ inh = blocks HIV-1 LEDGF/p75-dependent DNA integration; TR-FRET IN-LEDGF/p75 DNA integration, Eu/Cy5; inhibition, % at 3.7 µM; 370,000 tested, 0.64% active; AID 743269;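 active means inhibition above the screen-wide mean plus 3 SD, cut at about 13% in these data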;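 further: signal is the Cy5 over europium emission ratio at 671 and 618 nm; 0% = plate median of compound wells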
* marks the source's active call; other numbers are inactive results; i = inactive. Compounds were not picked by outcome; 4.2% or so of the library scored in one or more.

proKLK7 act	DDE Tn6 FP inh	ADAM17 inh	TDP2 absorb	PLCg1 inh	ADAM10 inh	ASAP1 inh	DDE Tn7 FP inh	ARFGAP1 inh	LEDGF integ inh	Structure
-24	4	-122	5	-57	-413	-17	7	16	0	CCCC(=O)Nc1ccc(-c2nc3cc(C)ccc3o2)cc1
-0.5	-3	-1	-10	-3	-9	-18	1	-2	4	O=C(CSc1ccc(-c2ccco2)nn1)NCc1ccccc1
1.2	-1	-25	-12	-3	-56	-1	-1	-2	-1	O=C(Cn1c(=O)oc2cccnc21)Nc1ccc(C(F)(F)F)cc1
-2.3	0	-4	0	-19	-8	9	2	16	0	O=C(Nc1nc2ccccc2s1)c1ccc(OCC2CCCO2)cc1 (centres undefined)
-0.1	-2	1	11	-2	-5	-12	-2	-8	2	NC(=O)c1snnc1-c1ccccc1
0.3	-2	-6	1	-1	-28	3	-5	-2	-2	CC(C)[C@H](NC(=O)OC(C)(C)C)c1cc(C(=O)N[C@@H](C)c2ccccc2)c(N)s1
-0.1	2	-3	3	0	-6	0	-4	-2	5	CCOC(=O)C1=C(C)N=C2SCCC(=O)N2C1c1sccc1C (centres undefined)
-0.6	-5	-4	-15	2	-3	1	3	11	-5	COc1cc(C(=O)OCCNC(=O)c2ccccc2)cc(OC)c1OC
-0.4	2	-6	9	-1	-3	2	5	-7	-2	CN(C)C1(CNC(=O)C2CCN(S(=O)(=O)c3c(Cl)cccc3Cl)CC2)CCCCC1
77*	8	-306	0	-460	i	4	-2	-2	-1	COc1ccc(OC)c(/C=N/NC(=O)CC2C(=O)NN=C2C)c1 (centres undefined)
0.4	-5	-2	9	-2	4	9	-9	13	0	COc1ccc(-c2noc(-c3ccccc3C(=O)NCc3ccco3)n2)cc1OC
-0.5	-6	0	-10	-4	-3	-6	3	-2	1	COCc1ccc(C(=O)N2CCCC(N(C)Cc3ccccc3)C2)s1 (centres undefined)
0.0	-4	0	13	-17	-3	3	2	-6	2	C/C(=N\Nc1nc(C)cc(-c2ccccc2)n1)c1ccccc1
0.4	0	-6	9	-1	-11	-3	3	4	0	CC(=O)O[C@@H]1C[C@H]2C(C)=C[C@H]3OC(=O)[C@@H](C)[C@H]3C[C@H]2[C@]1(C)O
-0.7	0	-2	9	0	-1	4	1	-6	3	COc1nc(OCC#N)nc(N2CCCCC2)n1
0.1	3	-3	0	7	-4	-4	2	-4	-2	CC(C)=CC(=O)OCC(=O)Nc1cccc([N+](=O)[O-])c1
0.3	-4	-2	1	0	2	12	-7	-3	-1	O=C(COc1ccc(F)cc1)N/N=C/c1cccc2cccnc12
0.3	4	3	-22	5	4	4	0	-10	-1	CCN(CC)S(=O)(=O)c1ccc2c(c1)N(CC(=O)NCC1CCCO1)C(=O)CO2 (centres undefined)
0.2	-2	-5	8	-1	3	3	7	9	-1	CCN(CC)CC(C)CNC(=O)CC(C(=O)N1CCc2ccccc21)n1ccnc1 (centres undefined)
-0.4	5	-1	2	0	3	-5	-3	0	1	Cc1onc(-c2ccccc2)c1C(=O)N1CCN(S(=O)(=O)c2ccc3c(c2)OCCO3)CC1
0.6	4	-5	-2	-3	-10	-13	-1	-1	0	Cn1cnnc1SCc1ccc(C(=O)N/N=C(/CCC(=O)O)c2ccc(C(C)(C)C)cc2)cc1
-0.2	-5	4	-9	5	-4	1	-10	2	4	O=C1C2C3C=CC(CC3)C2C(=O)N1/N=C/c1ccc(O)cc1 (centres undefined)
-0.6	-7	1	-1	-1	6	8	-4	-6	-2	CCOc1ccccc1NC(=O)C(Sc1ccccc1)c1ccccc1 (centres undefined)
-0.1	-3	-4	-1	-3	-12	1	-3	-5	-2	CCOc1ccc(-n2c(C)cc(C(=O)NS(=O)(=O)c3ccc(C)cc3)c2C)cc1
0.6	-1	-3	1	1	-1	-13	5	-19	-1	CCCCCCCCCCCCCCCC(=O)OC(CC(=O)O)C[N+](C)(C)C (centres undefined)
-1.1	1	-3	-9	-8	1	2	0	4	-1	O=C(CSc1ccccc1)Nc1ccc(S(=O)(=O)NCC2CCCO2)cc1 (centres undefined)
0.1	6	-4	-6	-1	-4	-6	2	12	-5	Cc1ccc(N(C(=O)c2cc3ccccc3oc2=O)C2C=CS(=O)(=O)C2)cc1 (centres undefined)
0.7	0	-155	4	-79	-476	6	0	15	-1	CSc1c(C#N)c(N)c(C#N)c2c1COC(C)(C)C2
-0.1	-3	-1	-3	4	9	-8	2	-7	2	CCOC(=O)CC1ON(C)C(=O)N1c1ccc([N+](=O)[O-])cc1 (centres undefined)
0.0	-4	-4	9	-2	5	2	-10	9	0	C#CCOCCOCCOCCNc1nc(N2CCN(C(=O)Cn3cc(CCCCN)nn3)CC2)nc(N2CCN(C(=O)Cn3cc(CCCN=C(N)N)nn3)CC2)n1
0.5	4	-1	-6	1	9	-7	6	3	1	CCOC(=O)C1=C(C)N=c2s/c(=C\c3cccc(OCC(=O)O)c3)c(=O)n2C1c1ccccc1OC (centres undefined)
0.1	4	-3	-4	-3	-9	-4	-4	5	4	N#Cc1cnc2sc3ccccc3n2c1=N
0.1	7	-1	-1	3	2	3	-2	9	0	Cn1c(=O)c2[nH]c(N=NN3CCCCC3)nc2n(C)c1=O
0.1	1	-5	-2	0	-8	-1	-1	5	0	COc1ccc2cc3c(N)nn(C(=O)c4cccc(F)c4)c3nc2c1
0.4	-1	-4	3	1	-11	-7	-7	-3	-3	COc1ccccc1N1C(=O)c2cccc3c(Cl)ccc(c23)C1=O
0.4	-3	-1	21	2	1	3	4	7	-5	CNC(=S)N(CCc1c(C)[nH]c2ccccc12)Cc1ccco1
0.6	-5	2	2	5	0	2	-1	-10	2	COC(=O)CCN1CCC2CC1c1cc(N3CCCCC3)ccc12 (centres undefined)
-0.5	-6	3	-3	-2	7	5	-8	16	-3	CC(C)Nc1nc(NC(C)C)nc(SCCOC(=O)Nc2ccc(Cl)cc2Cl)n1
0.5	-1	-1	-9	0	-2	-2	-1	1	1	COc1ccc(-n2c(COc3ccccc3)nnc2SCc2ccc(C#N)cc2)cc1
0.0	0	-3	7	-1	-2	-11	2	-5	-1	COc1ccc(-c2nnn(-c3cc(Cl)cc(Cl)c3)c2N)cc1
-0.4	3	-6	-1	-2	-4	2	-1	-7	3	CCSc1ncc(Cl)c(C(=O)N(Cc2ccc(N(C)C)cc2)C2CCS(=O)(=O)C2)n1 (centres undefined)
0.4	4	-1	-6	2	-4	12	-3	-2	4	CCc1nc(NC(C)C)c2oc3ccccc3c2n1
0.4	-2	2	-3	-88	-3	-12	-1	6	-1	Cc1cccc(C(=O)Nc2sc3c(c2C(=O)O)CCCC3)c1
-0.9	5	-2	0	1	-1	9	-1	12	1	Cc1ccc(NC(=O)c2cccc(S(=O)(=O)N3CCCC3)c2)nc1
0.0	-4	-1	-8	-4	9	-10	4	9	3	Clc1ccc2c(N3CCOCC3)ccnc2c1
0.6	-4	-5	8	-3	-10	7	2	-8	8	O=C(CCl)Nc1c2c(nn1-c1ccccc1)CSC2
-0.2	6	-2	-7	-3	0	-6	8	1	1	COc1cccc(C2=NN(C(=O)c3ccccc3)C(O)(C(F)(F)F)C2)c1 (centres undefined)
0.2	-9	12*	1	2	12	4	-11	17	2	Cc1cccc(Nc2nnc(SCC(=O)c3ccc(Br)s3)s2)c1C
0.7	10	-1	-4	3	-5	0	0	10	-1	CCN(c1cccc(C)c1)S(=O)(=O)c1ccc2c(c1)CCN2C(C)=O

In the list so far, these contain a Cl atom.
proKLK7 act	DDE Tn6 FP inh	ADAM17 inh	TDP2 absorb	PLCg1 inh	ADAM10 inh	ASAP1 inh	DDE Tn7 FP inh	ARFGAP1 inh	LEDGF integ inh	Structure
-0.4	2	-6	9	-1	-3	2	5	-7	-2	CN(C)C1(CNC(=O)C2CCN(S(=O)(=O)c3c(Cl)cccc3Cl)CC2)CCCCC1
0.4	-1	-4	3	1	-11	-7	-7	-3	-3	COc1ccccc1N1C(=O)c2cccc3c(Cl)ccc(c23)C1=O
-0.5	-6	3	-3	-2	7	5	-8	16	-3	CC(C)Nc1nc(NC(C)C)nc(SCCOC(=O)Nc2ccc(Cl)cc2Cl)n1
0.0	0	-3	7	-1	-2	-11	2	-5	-1	COc1ccc(-c2nnn(-c3cc(Cl)cc(Cl)c3)c2N)cc1
-0.4	3	-6	-1	-2	-4	2	-1	-7	3	CCSc1ncc(Cl)c(C(=O)N(Cc2ccc(N(C)C)cc2)C2CCS(=O)(=O)C2)n1 (centres undefined)
0.0	-4	-1	-8	-4	9	-10	4	9	3	Clc1ccc2c(N3CCOCC3)ccnc2c1
0.6	-4	-5	8	-3	-10	7	2	-8	8	O=C(CCl)Nc1c2c(nn1-c1ccccc1)CSC2

High-throughput results deposited in PubChem BioAssay by The Scripps Research Institute Molecular Screening Center.
